Assay outcomes (PubChem)
PRMT1 FP inh – inhibitors of human PRMT1; 1.3% of 370,000 active; inhibition, % at 2.79 µM; Q99873; recombinant PRMT1, activity-based probe fluorescence polarization; AID 652257;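 active = inhibition above about 21% made by adding two undisclosed values, limit read from the data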
PG9 Ab binder – small molecules binding HIV-1 gp120 antibody PG9; TR-FRET gp120-PG9 antibody binding; inhibition, % at 6.7 µM; 0.43% of 360,000 active; in the data active = inhibition above about 8.5%
UHRF1 binding – UHRF1 methyl-DNA binding inhibition; Q96T88; UHRF1 binding to methylated oligo, TR-FRET; inhibition, % at 4.4 µM; 0.75% of 370,000 active; AID 687016; in the data active = inhibition above about 21%;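 also: UHRF1 SRA domain binding a hemimethylated CpG hairpin DNA probe; 0% = median of test compound wells and 100% = reference inhibitor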
HTRA1 inh – HTRA1 (human) protease inhibition; Q92743; AID 504803; recombinant HTRA1, FP-rhodamine activity-based probe, fluorescence polarization; inhibition, % at 5.96 µM; 0.5% of 340,000 active; in the data active = inhibition above about 36%;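 also: 0% = enzyme with DMSO and 100% = wells lacking enzyme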
MBD2 DNA inh – MBD2-methylated oligo binding inhibition; Q9UBB5; TR-FRET, MBD2 binding to methylated oligonucleotide; inhibition, % at 4.4 µM; 0.31% of 370,000 active; AID 686964; in the data active = inhibition above about 13%
ABHD4 inh – inhibits mouse alpha/beta hydrolase domain 4; Q8VD66; purified mABHD4, FP-Rh probe fluorescence polarization; inhibition, % at 8.92 µM; 0.54% of 370,000 active; AID 720543;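 active = inhibition exceeding the mean over every tested compound plus 3 SD, cut at about 30% in these data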;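 also: 0% = plate median of compound wells and 100% = S159A mutant with DMSO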
Target sequence (Q8VD66 whole entry, looked up, the tested form may be a part): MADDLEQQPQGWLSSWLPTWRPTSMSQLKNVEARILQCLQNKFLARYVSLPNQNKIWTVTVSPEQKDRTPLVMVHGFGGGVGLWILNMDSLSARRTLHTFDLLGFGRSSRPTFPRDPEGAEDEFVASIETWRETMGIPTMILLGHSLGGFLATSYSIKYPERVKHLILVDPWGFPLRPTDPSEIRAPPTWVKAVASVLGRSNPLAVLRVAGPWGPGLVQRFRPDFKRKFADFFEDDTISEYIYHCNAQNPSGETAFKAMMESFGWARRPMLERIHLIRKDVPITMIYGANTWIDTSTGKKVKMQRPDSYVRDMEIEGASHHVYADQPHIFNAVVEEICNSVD
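Material: mouse ABHD4 enzyme, wild type; Benchmarks: S159A mutant high control, sample median low control; Buffer or medium: HEPES pH 7.0, NaCl, Pluronic buffer; Signal: fluorescence polarization; Read-out: percent inhibition of probe binding, normalized to plate controls; Timing: pre-incubation 45 min, probe exposure 60 min, at 25 °C; Dosing: 8.92 µM, single dose.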
LEDGF integ inh – blocks HIV-1 LEDGF/p75-dependent DNA integration. TR-FRET IN-LEDGF/p75 DNA integration, Eu/Cy5. inhibition, % at 3.7 µM. 0.64% of 370,000 active. AID 743269;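 active = inhibition above the screen-wide mean plus 3 SD, cut at about 13% in these data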;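 also: signal is the Cy5 over europium emission ratio at 671 and 618 nm; 0% = plate median of compound wells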
rCAG binder – molecules binding r(CAG) RNA repeats | r(CAG) RNA repeat, TO-PRO-1 dye displacement fluorescence | 1.3% of 370,000 active | inhibition, % at 3 µM;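 active = inhibition above the plate cutoff, the mean of all test compounds on that plate plus 3 SD, cut at about 35% in these data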;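 also: 0% = DMSO alone and 100% = 100 µM mitoxantrone as full dye displacement; higher means more dye released from RNA so lower well fluorescence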
Rev-erbA mod – modulates human Rev-erb alpha binding to DNA; AID 1259318; activity, % at 10 µM; 0.79% of 370,000 active; Rev-erbα–FITC-DNA binding, fluorescence polarization, 90 min;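 active = activity above about 14%, limit read from the data; passing the limit was not always enough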;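 also: 0% = DMSO wells with 35 nM protein and 100% = DMSO wells with 750 nM protein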
Target sequence (P20393 whole entry, looked up): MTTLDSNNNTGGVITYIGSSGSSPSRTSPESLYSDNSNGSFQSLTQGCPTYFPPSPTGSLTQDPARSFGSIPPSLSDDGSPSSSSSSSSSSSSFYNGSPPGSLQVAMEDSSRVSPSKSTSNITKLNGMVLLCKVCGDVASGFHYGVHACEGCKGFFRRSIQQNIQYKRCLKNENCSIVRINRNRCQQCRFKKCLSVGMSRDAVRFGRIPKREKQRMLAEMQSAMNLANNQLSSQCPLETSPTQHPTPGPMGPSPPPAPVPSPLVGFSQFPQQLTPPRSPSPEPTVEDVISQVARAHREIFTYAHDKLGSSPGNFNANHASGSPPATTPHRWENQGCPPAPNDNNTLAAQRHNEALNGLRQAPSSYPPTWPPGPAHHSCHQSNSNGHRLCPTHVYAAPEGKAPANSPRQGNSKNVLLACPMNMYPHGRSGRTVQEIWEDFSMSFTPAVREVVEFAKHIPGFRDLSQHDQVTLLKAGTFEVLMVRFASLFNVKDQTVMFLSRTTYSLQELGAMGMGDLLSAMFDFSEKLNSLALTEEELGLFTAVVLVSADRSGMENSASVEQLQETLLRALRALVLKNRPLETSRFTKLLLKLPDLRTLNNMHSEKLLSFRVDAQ
TCR CD3 inh – blocks the human TCR-CD3 interaction. inhibition, % at 9.4 µM. 0.37% of 360,000 active. TAMRA-labeled TCR probe fluorescence, biochemical; in the data active = inhibition above about 19%;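 also: recombinant mutant TCR 2C K166C tagged with TAMRA read by polarization; 0% = receptor in buffer alone and 100% = receptor with positive control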
Active calls of the source: *; · = no result given. These rows are one share of the data. The share of hits here may be higher or lower than overall.

Results follow in this order: PRMT1 FP inh	PG9 Ab binder	UHRF1 binding	HTRA1 inh	MBD2 DNA inh	ABHD4 inh	LEDGF integ inh	rCAG binder	Rev-erbA mod	TCR CD3 inh
O=C(CCn1cnc2ccccc2c1=O)Nc1ccc2c(c1)OCCO2
→ 4	1.5	3	2	4	4	1	-4	-5	-7
COc1cc(SC)ccc1C(=O)OCC(=O)NC1CC1
→ 0	0.5	-1	1	2	5	-1	-3	5	2
CCOc1ccc(NC(=S)NC23CC4CC(CC(C4)C2)C3)cc1
→ 0	-1.4	2	3	-1	8	0	1	3	-2
c1ccc2cc(C3CCCCC3)ncc2c1
→ -3	0.8	3	1	-4	-4	1	-3	1	5
CCOC(=O)c1cc(C)n(CCCN2CCOCC2)c1C
→ 0	-1.0	3	4	0	8	0	-6	-10	-1
CCOC(=O)N1CCC(N2C(=O)c3ccccc3C2Nc2ccc(C)cc2)CC1 (configuration not stated)
→ -2	-2.5	-2	7	-4	-4	2	-1	-2	0
O=C(Nc1cc([N+](=O)[O-])ccc1O)c1ccc2c(c1)C(=O)N(Cc1ccco1)C2=O
→ 8	-0.5	0	4	-11	38*	4	83*	1	13
CCC/C=C1/CCCOC(C(=O)NCc2ccc(C)o2)(C(F)(F)F)C1 (configuration not stated)
→ 45*	0.0	4	-3	5	-8	-1	10	4	3
COc1ccc(-n2c(-c3ccc(Cl)cc3)n[nH]c2=S)c(OC)c1
→ 0	2.7	-1	0	0	1	7	7	-1	2
Cc1cc(C)cc(N2CC(C(=O)NC3CCCCC3)CC2=O)c1 (configuration not stated)
→ 4	1.3	-1	3	-2	1	-1	-4	3	-6
CCOC(=O)C1=C(c2ccccc2)NC(=O)NC1c1cc(Cl)c(O)c(OC)c1 (configuration not stated)
→ 3	-1.1	-4	8	-1	-6	-4	2	2	5
CCn1c(SCC(=O)Nc2ccc(OC)c(OC)c2)nnc1-c1cnccn1
→ 3	-0.5	3	2	1	1	-3	-4	-1	-3
c1coc(-c2ncc[nH]2)c1
→ 0	-1.7	0	4	-2	4	-6	1	-2	8
C[C@@H]1Cn2cnc(C(=O)Nc3ccccc3)c2C(=O)N1
→ -4	-1.3	-2	-6	-5	-4	2	1	3	0
Cc1nc(NC(=O)CSc2nnc(C3CC3)n2N)c(Cl)cc1Cl
→ -4	1.1	-1	5	-5	0	1	2	-1	4
Cc1ccc(CNC(=O)Nc2ccc3c(c2)N(C)C(=O)CS3)cc1
→ 3	0.6	-1	3	-5	2	1	10	-1	-2
[O-][n+]1onc2c1CCc1[nH]c(-c3ccccc3)nc1-2
→ -2	-0.6	2	3	-3	5	5	5	8	1
Cc1ccc(C2=NN3C(C(=O)c4ccccc4)Oc4ccccc4C3C2)cc1 (configuration not stated)
→ -2	-1.3	1	-23	-3	-5	-1	1	-2	-1
N#Cc1c(NC(=O)c2ccco2)sc2c1CCC2
→ 9	-2.7	10	6	6	16	4	15	-24	10
NCc1csc(Nc2cc(Oc3ccccc3)ncn2)n1
→ 1	-0.8	0	·	-7	-3	3	8	5	-6
COc1ccc2[nH]c(C(=O)O)c(NS(=O)(=O)c3ccc(C)cc3C)c2c1
→ 0	-1.6	-2	0	-1	2	0	49*	-3	-1
O=C(c1ccccc1)N(c1ccccc1)c1ccccc1O
→ -1	-1.3	3	-6	0	-4	1	2	10	2
CCNCc1cc2cc(C)ccc2[nH]c1=O
→ 5	0.8	-5	-7	0	3	5	3	1	1
COc1ccc(C(=O)OCC(=O)NC(=O)CCSc2ccccc2)cc1
→ -1	-1.4	-1	-1	0	-2	-1	-3	-2	9
NS(=O)(=O)c1ccc(NC(=S)Nc2ccc(F)c(F)c2)cc1
→ -3	-1.6	1	4	0	2	5	0	0	-4
Cc1ccccc1OCCC(=O)OCC(=O)N(C)c1c(N)n(Cc2ccccc2)c(=O)[nH]c1=O
→ 0	-2.0	1	-6	-2	-4	2	-5	-5	3
N#CCc1ccc(NC(=O)Nc2cccc(Cl)c2)cc1
→ -2	-0.8	3	-34	-1	-30	-1	2	2	-2
N#Cc1c(NC(=O)COC(=O)C2CC3C=CC2C3)oc(-c2ccccc2)c1-c1ccccc1 (configuration not stated)
→ 0	-1.9	7	11	0	-15	18*	16	-6	-8
CC(=O)c1cccc(NC(=O)N2C3CCC2CC(NC(=O)C2CC2)C3)c1 (configuration not stated)
→ 0	-2.6	2	-3	0	-1	0	-4	8	-1
Cc1ccc2cccc(OCC(=O)c3cc(C)n(Cc4ccco4)c3C)c2n1
→ 0	0.0	-2	·	-1	-7	-2	-1	-23	-4
CCCCC(=O)Nc1ccc2c3c(cccc13)CC2
→ -2	0.2	1	-2	-7	4	-1	0	0	-7
O=C(COc1ccc2c(-c3ccccc3)cc(=O)oc2c1)NC1CCS(=O)(=O)C1 (configuration not stated)
→ 3	1.7	1	3	-2	-2	1	1	4	-4
CCc1ccccc1NC(=O)CC1CS(=O)(=O)CC1CC(=O)Nc1ccccc1CC (configuration not stated)
→ 1	0.4	1	5	9	3	1	-2	-3	-4
Cc1ccc(C(=O)O)cc1N1CCCC1=O
→ -4	-2.5	-1	3	-1	-7	8	-4	5	-4
CC1CCN(Cc2ccc(-c3nnn(CC(=O)NC4CCCCC4)n3)cc2)CC1
→ -2	-0.5	0	-2	1	0	3	-5	-8	-1
Cc1c(C(=O)OC(C)C(=O)N(C)Cc2ccccc2)oc2ccccc12 (configuration not stated)
→ 1	-1.1	2	-7	5	-10	6	-2	0	0
O=C(NCC1CCCN1S(=O)(=O)c1cccs1)c1ccccc1 (configuration not stated)
→ -4	-1.5	-2	-3	1	-2	0	4	-3	-1
COc1ccc(OC)c(NC(=O)COC(=O)CN(C)S(=O)(=O)c2ccc(C)cc2)c1
→ 3	0.0	5	3	-1	5	2	-3	-3	-5
Nc1c(C(=O)NCc2ccco2)c2nc3ccccc3nc2n1CCc1ccc(F)cc1
→ 6	1.7	-2	-20	-3	-13	-1	19	1	2
Cc1cnccc1CN(C)Cc1cn(C)nc1-c1cccc(Cl)c1
→ -4	1.3	-2	-22	-3	3	-3	-10	7	-5
Fc1ccc(Nc2nc(-c3ccncc3)cs2)cc1
→ -1	0.3	28*	-1	5	12	12	2	-1	-6
COc1ccc(N2CCN(S(=O)(=O)c3ccc4c(c3)NC(=O)CS4)CC2)cc1
→ -2	-0.6	-2	4	-1	6	-3	1	-6	-3
O=C(Cc1ccccc1)Nc1ccccc1C(=O)O
→ 3	0.0	1	1	-2	2	1	1	-3	-6
O=C(Nc1ccc2c(c1)C(=O)OC2)c1ccc(F)cc1F
→ -3	-2.1	0	-2	-5	-1	1	-8	-1	-1
Cc1ccc(C(=O)NCC(=O)OCC(=O)c2cc(C)n(Cc3ccco3)c2C)cc1
→ 1	-2.7	-3	-15	1	4	2	-3	-8	2
CC(C)(C)OC(=O)N1CCC(NC(=O)c2ncn(Cc3ccccc3)c2C(=O)NC2CCN(C(=O)OC(C)(C)C)CC2)CC1
→ -1	-1.5	-1	-18	-1	-2	-1	1	2	4
Cc1cccc(N2CCN(C(=O)c3ccccc3NC(=O)C3CC=CCC3C(=O)O)CC2)c1 (configuration not stated)
→ 0	-0.6	6	1	3	0	0	5	-4	-10
Cc1cc(C)n(CCCNC(=O)c2ccco2)n1
→ 2	2.0	0	3	4	3	0	-1	-5	-5
CN1CCN(S(=O)(=O)c2cccc(C(=O)Nc3cc(Cl)ccc3N3CCOCC3)c2)CC1
→ -5	1.3	-2	0	0	4	6	-2	-3	2
CN(C)C(=O)CSc1nnc(Cc2ccccc2)n1Cc1ccco1
→ 13	1.2	3	7	-3	6	0	2	6	-3
O=C(COCc1cc(-c2ccc3c(c2)OCO3)on1)Nc1cccnc1
→ 20	-2.8	-1	-2	2	-8	3	-1	-4	3
COCCCN1C(=O)C(O)=C(C(=O)c2ccco2)C1c1ccccc1 (configuration not stated)
→ 4	5.4	-5	-3	-2	-3	1	2	-5	1
COc1ccc(CC(=O)Nc2ccccc2C(=O)N2CCCC2)cc1
→ 1	-1.9	1	5	0	5	-5	0	-3	-4
O=C1CNC(=S)N1CCc1ccc(O)c(O)c1
→ 5	0.8	0	·	2	22	2	2	-5	31*
COCCn1c(CN2CCN(c3cccc(Cl)c3)CC2)nc2c1c(=O)n(C)c(=O)n2C
→ 1	-2.1	0	-3	1	9	-1	1	3	4
C=CCNC(=S)N/N=C/c1ccc(C(C)(C)C)cc1
→ 6	-0.2	3	-30	4	-8	-1	3	1	-7
Cc1ccccc1C1C(C#N)=C2N=C(N)c3c(sc4c3CCCCC4)N2C2=C1C(=O)CC(C)(C)C2 (configuration not stated)
→ 17	-1.0	-7	-4	0	18	3	1	3	2
COc1ccc(NC(=S)NC23CN4CN(CN(C4)C2)C3)c(OC)c1
→ 2	-2.3	0	-1	-2	2	8	8	1	-10
CCc1ccccc1Oc1nc2cc(-c3cccc(OC)c3)sc2c(=O)n1C
→ 4	-0.4	2	·	3	7	-3	4	3	-1
O=C(c1ccco1)N1CCN(c2ncnc3c2cnn3-c2ccccc2)CC1
→ 1	-1.1	0	1	-1	0	-1	0	-2	6
CC(=O)Nc1cc(-c2cccc(CO)c2)cn2c(-c3cccc(C(F)(F)F)c3)cnc12
→ 1	-0.6	-3	·	-1	3	-1	7	6	0
Cc1cccc(OCCN2C(=O)C(=O)c3cccc(C)c32)c1
→ 2	-0.6	-3	-14	4	6	-1	2	-2	2
